Rad51 HR inh: blocks human Rad51 in homologous recombination; Q06609; hRad51 DNA strand exchange, fluorescence dequenching; inhibition, % at 10 µM; 200,000 tested, 0.085% active; AID 1385;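 active = inhibition above 40% at the single screening dose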;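 also: 0% = DMSO control wells and 100% = blanks with heterologous ssDNA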
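material = hRad51 filaments on single-stranded DNA | timing = filaments 15 min 37 °C, then compound 30 min | signal = FRET fluorescence dequenching, excitation 485 nm, emission 520 nm | benchmarks = control wells and blank wells on each plate | evaluation = percent inhibition relative to plate controls and blanks | compound = 10 µM final, single point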
Furin inhibitor: inhibitors of human furin | P09958 | purified furin, fluorogenic substrate cleavage | inhibition, % at 30 µM | 220,000 tested, 0.061% active; in the data active = inhibition above about 25%; also: inactives centre near -15
Cl transport mod: modulates chloride dependent transport by human KCC2 | Q9H2X9 | KCC2 cells, thallium flux FluoZin-2 fluorescence | B-score of Tl+ flux slope (higher = more flux/activation; lower = inhibition) at 10 µM | 190,000 tested, 2.2% active | AID 1456;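 active = thallium flux slope and its plate-corrected score both differing from the plate sample mean at a set confidence after two filtering rounds, in either direction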;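 also: slope of fluorescence scaled to starting intensity during 10 to 20 s after thallium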
Target sequence (Q9H2X9 whole entry, looked up): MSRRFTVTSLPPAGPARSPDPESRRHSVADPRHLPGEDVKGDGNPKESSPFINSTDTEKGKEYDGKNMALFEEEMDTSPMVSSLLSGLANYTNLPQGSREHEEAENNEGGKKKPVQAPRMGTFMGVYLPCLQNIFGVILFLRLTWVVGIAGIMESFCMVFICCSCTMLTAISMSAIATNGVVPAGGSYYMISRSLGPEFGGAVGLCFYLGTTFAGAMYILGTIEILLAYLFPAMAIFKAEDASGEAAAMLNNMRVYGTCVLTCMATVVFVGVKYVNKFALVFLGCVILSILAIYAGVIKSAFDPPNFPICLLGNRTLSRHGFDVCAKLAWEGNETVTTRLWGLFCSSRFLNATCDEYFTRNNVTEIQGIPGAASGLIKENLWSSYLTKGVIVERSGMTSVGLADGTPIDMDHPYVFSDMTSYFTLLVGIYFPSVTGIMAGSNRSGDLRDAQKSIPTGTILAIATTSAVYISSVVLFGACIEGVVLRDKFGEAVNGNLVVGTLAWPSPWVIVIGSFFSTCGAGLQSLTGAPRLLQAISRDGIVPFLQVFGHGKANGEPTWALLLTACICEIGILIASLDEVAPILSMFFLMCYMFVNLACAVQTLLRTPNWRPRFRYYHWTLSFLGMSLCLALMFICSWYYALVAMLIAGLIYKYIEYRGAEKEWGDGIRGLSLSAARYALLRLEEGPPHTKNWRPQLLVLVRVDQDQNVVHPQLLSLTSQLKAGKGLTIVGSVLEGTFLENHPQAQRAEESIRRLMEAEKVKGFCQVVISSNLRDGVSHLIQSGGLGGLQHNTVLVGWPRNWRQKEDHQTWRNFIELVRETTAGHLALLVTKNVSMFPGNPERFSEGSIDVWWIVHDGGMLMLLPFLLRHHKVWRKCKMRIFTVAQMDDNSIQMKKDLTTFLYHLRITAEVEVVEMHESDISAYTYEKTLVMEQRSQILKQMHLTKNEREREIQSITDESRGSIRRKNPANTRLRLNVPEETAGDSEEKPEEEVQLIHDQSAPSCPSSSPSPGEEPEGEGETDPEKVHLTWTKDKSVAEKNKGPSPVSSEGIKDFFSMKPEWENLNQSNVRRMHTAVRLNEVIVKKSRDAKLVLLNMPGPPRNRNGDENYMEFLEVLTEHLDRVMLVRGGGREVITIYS
An asterisk follows results filed as active; [ ] = another dose, or the depositor's remark. An excerpt; the hit share may differ from the screen's.

Rad51 HR inh,SMILES,Furin inhibitor,Cl transport mod
-3.0,CNC(=O)c1cc2cc(Cl)cc(OC)c2oc1=O,-20.1[20 µM],1.78
6.1,Cc1nc(CNS(=O)(=O)c2cccc(F)c2)cs1,-14.4[20 µM],0.608
4.4,Cc1ccc2cccc(NC(=O)C(F)(F)F)c2n1,-13.2[20 µM],0.226
-1.0,CCCNC(=O)N1CCN(S(=O)(=O)c2ccc(C)c(C)c2)CC1,-19.3[20 µM],-0.237
-1.2,CCOC(=O)c1[nH]c(C)c(/C(O)=C2\C(=O)C(=O)N(CCCN(CC)CC)C2c2cccnc2)c1C (stereo not given),-11.4[20 µM],-0.0674
0.8,O=C1OC(c2ccccc2)=N/C1=C/c1cccc(OC(=O)c2cccs2)c1,-20.9[20 µM],0.107
0.7,COc1ccc(/C(O)=C2/C(=O)C(=O)N(CCCN(C)C)C2c2ccc(Cl)cc2)cc1OC (stereo not given),-15.3[20 µM],-0.611
3.9,COc1ccc(-c2nnc(SCC(=O)c3ccc4c(c3)OCCO4)o2)cc1,-11.8[20 µM],0.923
9.2,COCCn1c(=N)c(C(=O)NCCc2ccccc2)cc2c(=O)n3cccc(C)c3nc21,-27.9[20 µM],-0.423
-0.4,COc1ccc(CCNC(=O)CSCc2ccc(C)cc2)cc1OC,-5.9[20 µM],-0.0806
-3.9,CCn1cc(CN(C)C(=O)CSc2nc(-c3ccco3)cc(C(F)(F)F)n2)c(C)n1,-14.1[20 µM],-0.266
3.8,CCOc1ccc(N2C(=O)CC(Sc3nc4ccc(OCC)cc4s3)C2=O)cc1 (stereo not given),-26.1[20 µM],0.789
-7.7,N#Cc1c(NC(=O)CN2C(=O)c3ccccc3C2=O)oc(-c2ccccc2)c1-c1ccccc1,-30.7[20 µM],-0.699
-13.0,CC(=O)N1CCc2c(sc(NC(=O)c3ccc(S(=O)(=O)N(C)C)cc3)c2C#N)C1,-13.4,0.1
-2.0,Cc1cc(NS(=O)(=O)c2ccc(Br)s2)no1,-4.7[20 µM],0.262
3.2,COc1nc(Nc2ccc(-c3nc4ccccc4o3)cc2)nc(N2CCOCC2)n1,-22.9[20 µM],-0.261
4.7,Clc1ccc(Nc2nc(-c3ccncc3)cs2)cc1,-16.3[20 µM],-0.315
-2.1,CCOC(=O)c1cnc(-n2nc(C)cc2C)nc1N1CC(C)OC(C)C1 (stereo not given),-21.5[20 µM],0.157
0.8,O=C(N/N=C/c1cc2c(cc1[N+](=O)[O-])OCO2)c1ccccn1,-20.7[20 µM],-0.923
-1.8,CC1CCN(c2ccccc2NC(=S)NC(=O)c2ccco2)CC1,-31.1[20 µM],15.4*

Shown comma-delimited: part of the list above.
smiles,Rad51 HR inh,Furin inhibitor,Cl transport mod
COc1ccc(-c2nnc(SCC(=O)c3ccc4c(c3)OCCO4)o2)cc1,3.9,-11.8[20 µM],0.923
CCOC(=O)c1[nH]c(C)c(/C(O)=C2\C(=O)C(=O)N(CCCN(CC)CC)C2c2cccnc2)c1C (stereo not given),-1.2,-11.4[20 µM],-0.0674
Cc1ccc2cccc(NC(=O)C(F)(F)F)c2n1,4.4,-13.2[20 µM],0.226
O=C1OC(c2ccccc2)=N/C1=C/c1cccc(OC(=O)c2cccs2)c1,0.8,-20.9[20 µM],0.107
COc1ccc(/C(O)=C2/C(=O)C(=O)N(CCCN(C)C)C2c2ccc(Cl)cc2)cc1OC (stereo not given),0.7,-15.3[20 µM],-0.611

The listing continues.
Rad51 HR inh,SMILES,Furin inhibitor,Cl transport mod
-5.3,Cc1cc(C)nc(SCC(=O)Nc2sc3c(c2C#N)CCC(C)C3)n1 (stereo not given),-13.8[20 µM],-0.349
-3.5,CC(/C=N\NC(=O)c1cccnc1)c1ccccc1 (stereo not given),-26.0[20 µM],0.232
-3.8,O=C(/C=C/Nc1ccc(F)cc1)c1cccs1,-11.8[20 µM],-3.67
6.0,COc1cc(CN2CCN(c3cc(C)ccc3C)CC2)cc([N+](=O)[O-])c1O,-19.1[20 µM],-0.394
3.3,CCNc1nc(NCC)nc(N2CC(=O)N(CC(=O)OCC)C2=N)n1,-12.2[20 µM],0.893
4.9,CCCCN(Cc1cc2cc(OC)ccc2[nH]c1=O)C(=O)COc1ccccc1,-20.8[20 µM],0.104
2.0,CCOC(=O)c1ccc(NC(=O)C2CCN(S(=O)(=O)c3ccccc3)CC2)cc1,-20.4,-1.05
-6.5,CCCCCn1c(CN2CCN(c3cccc(Cl)c3)CC2)nc2c1c(=O)n(C)c(=O)n2C,-16.0[20 µM],0.38
-1.4,N/C(=N\OC(=O)CCCN1C(=O)c2ccccc2C1=O)c1ccc(Br)cc1,-33.4[20 µM],1.5
2.8,Cc1nc2sc(C(c3ccco3)N3CCN(c4ccccc4)CC3)c(O)n2n1 (stereo not given),-24.4,-0.0516
-10.4,CC(=O)c1sc(NC(=O)CN2C(=O)CCC2=O)nc1C,-19.7[20 µM],0.0196
4.9,COc1cc(/C=N/NC(=O)c2ccoc2C)cc(OC)c1OC,5.7[20 µM],0.578
-6.9,Cc1cc2cc(CCNC(=O)C(C)C)c(=O)[nH]c2cc1C,-8.9[20 µM],1.13
4.9,COc1cc2[nH]cc(C(=O)NCc3cccs3)c(=O)c2cc1OC,-15.3[20 µM],0.0695
10.9,COc1cc(OC)nc(NC(=O)CSc2nnc(-c3ccccc3)n2C2CCCCC2)n1,4.3[20 µM],-1.15
1.2,O=C(Cn1c(NCCCO)nc2ccccc21)c1cccs1,-32.6,-0.916
-10.3,Clc1nc(-c2ccccc2)cc(-c2ccc(Br)cc2)n1,-25.4[20 µM],0.541
4.7,O=C(CN(Cc1ccco1)C(=O)CNS(=O)(=O)c1ccc(Cl)cc1)NCc1ccc(F)cc1,-20.7[20 µM],-0.0381
3.4,COc1ccc(-c2c(C#N)c(SCC(=O)Nc3ccccc3)nc3c2CCCC3)cc1,-15.0[20 µM],1.14
-4.5,CCn1nnc(-c2ccccc2NC(=O)c2cnccn2)n1,-9.8[20 µM],0.706

(cont.)
Rad51 HR inh,SMILES,Furin inhibitor,Cl transport mod
-0.9,CCCCOC(=O)c1cc(-c2ccc(/C=N/n3cnnc3)o2)ccc1Cl,-13.2[20 µM],0.521
4.5,O=C(CSc1nnc(-c2ccc3c(c2)OCCO3)o1)NC1CCCCC1,-2.2[20 µM],0.0622
2.3,Cc1nn2c3cc(N4CCOCC4)ccc3nc2c2ccccc12,12.0[20 µM],0.00789
2.9,COc1ccc(N2CCN(C(=O)CSc3nnc4nc(C)cc(C)n34)CC2)cc1,-22.2[20 µM],-0.246
-2.2,Cc1cc(C)n2c(SCCN3C(=O)c4ccccc4C3=O)nnc2n1,-1.3,1.54
-5.3,CCOC(=O)c1c(NC(=O)CSc2nnc3c(n2)[nH]c2ccccc23)sc2c1CCN(C)C2,-7.6[20 µM],0.00322
-2.4,Cc1ccc2c(C)nc(Nc3ncc4c(n3)CCCC4=O)nc2c1,-17.2[20 µM],0.0205
-3.3,Cc1cccc(C(=O)N(C)c2nnc(-c3ccncc3)s2)c1,9.0[20 µM],-0.283
-3.5,Cc1ccc(OCC(=O)Nc2ccc([N+](=O)[O-])cn2)cc1C,-28.0[20 µM],0.0186
-7.7,Cc1cc2ncn(S(=O)(=O)c3ccc(S(=O)(=O)N4CCCCCC4)cc3)c2cc1C,-16.0[20 µM],-0.59
5.5,CCOc1cc(NC(=O)c2ccco2)c(OCC)cc1NC(=O)COc1ccccc1C,-28.8[20 µM],0.3
4.2,COc1cc2c(cc1OC)C(C(=O)NC1CC1)C1c3ccccc3CCN1C2=O (stereo not given),-3.8,1.39
9.5,CC1CN(C(=O)c2cc(F)c(F)cc2Cl)CC(C)O1 (stereo not given),-22.0[20 µM],1.01
3.5,O=C1Nc2ccc(S(=O)(=O)NCc3ccco3)c3cccc1c23,-11.4[20 µM],0.58
-2.0,COC(C(=O)Nc1ccc(F)c(F)c1)c1ccccc1 (stereo not given),-21.3[20 µM],-1.45
6.7,CN1CCc2c(sc3c2c(=O)n(-c2cccc(Cl)c2)c2nncn32)C1,-32.3[20 µM],-0.0125
-4.7,CCCS(=O)(=O)N1CCN(Cc2ccc(OCc3ccccc3)c(OC)c2)CC1,-16.9[20 µM],0.0907
-0.3,O=C1CC(c2ccccc2)Cc2nc(N3CCc4ccccc43)ncc21 (stereo not given),-8.0[20 µM],-0.00585
-4.6,Cc1[nH]n(-c2ccccc2)c(=O)c1C(c1ccc(O)c([N+](=O)[O-])c1)c1c(C)[nH]n(-c2ccccc2)c1=O,-11.1[20 µM],-0.621
5.9,CCC/C(=N/Nc1ccc(Cl)cc1)c1cnnc(-c2ccccc2)n1,11.6[20 µM],0.247

Next part, overlapping the part above by three compounds.
Rad51 HR inh,SMILES,Furin inhibitor,Cl transport mod
-0.3,O=C1CC(c2ccccc2)Cc2nc(N3CCc4ccccc43)ncc21 (stereo not given),-8.0[20 µM],-0.00585
-4.6,Cc1[nH]n(-c2ccccc2)c(=O)c1C(c1ccc(O)c([N+](=O)[O-])c1)c1c(C)[nH]n(-c2ccccc2)c1=O,-11.1[20 µM],-0.621
5.9,CCC/C(=N/Nc1ccc(Cl)cc1)c1cnnc(-c2ccccc2)n1,11.6[20 µM],0.247
-3.9,CCCCn1c2c(c3ccccc31)CCc1nonc1-2,-16.1,-0.598
3.5,COc1ccc(N(C(=O)c2cnccn2)C(C(=O)NC2CCCCC2)c2ccc(Cl)cc2)cc1 (stereo not given),-10.7[20 µM],-2.27
-0.7,CCOC(=O)N1CCc2c(sc(NC(C)=O)c2C(N)=O)C1,-13.6,-0.281
1.5,CCOc1cc(CO)cc(Br)c1OCC(=O)O,-10.1[20 µM],0.228
-2.9,O=C(c1ccco1)N1CCN(C(=O)C2CCN(S(=O)(=O)c3cccc4nsnc34)CC2)CC1,-15.0[20 µM],-0.0245
1.1,O=C(Nc1ccccc1Cl)O/N=C/c1ccncc1,-37.6[20 µM],0.634
-4.3,O=C(COc1ccc(F)cc1)c1ccc2c(c1)CCCC2,-4.7[20 µM],-2.36
-8.0,CCN(CC)c1ccc(C2C(C(C)=O)C(=O)CC(C)(O)C2C(C)=O)cc1 (stereo not given),-18.8[20 µM],0.000321
4.2,Cc1ccc(-n2c(=O)c3c4c(sc3n3c(C)nnc23)COC(C(C)C)C4)cc1 (stereo not given),-6.5[20 µM],-1.17
0.2,O=C(O)c1cn(-c2ccccc2)nc1-c1ccc(Cl)cc1,-2.5[20 µM],-3.76*
-8.3,Cc1cccc(N2CCN(C(=O)Cn3nc(Cc4ccncc4)c4ccccc4c3=O)CC2)c1C,-8.6,-1.05
-3.3,C=C(C)CSc1nnc2[nH]c(=O)cc(N)n12,16.8[20 µM],0.382
-4.3,Cc1ccc2[nH]c(=O)c(CN(CCO)C(=O)N(C)C)cc2c1,0.6[20 µM],0.261
9.1,CCOC(=O)c1cn(CC)c2cc(N3CCCCC3)c(F)cc2c1=O,-16.8[20 µM],-0.0736
8.1,CCOC(=O)c1[nH]c2ccccc2c1NC(=O)c1cc(OC)c(OC)c(OC)c1,-16.8[20 µM],0.0657
-1.5,CCOc1ccc(-c2csc(C3COc4ccccc4O3)n2)cc1 (stereo not given),-8.9[20 µM],-0.0172
4.9,Cc1ccc(-c2cc(=O)[nH]c3ccccc23)cc1,-11.2[20 µM],1.13
-2.1,CC(C)(C)c1sc(N)nc1-c1ccccc1,-7.7[20 µM],0.381
14.4,CCCCCSc1nc2c(c(=O)[nH]c(=O)n2C)n1CC,-17.1,-0.272
-3.8,CCOc1ccc(C2C(C(=O)NC)=C(C)Nc3nc4ccccc4n32)cc1OC (stereo not given),-19.1,-0.0203

The listing continues.
Rad51 HR inh,SMILES,Furin inhibitor,Cl transport mod
-0.3,COc1ccc(NC(=S)NCCSc2ccc(C)cc2)c(OC)c1,-4.6[20 µM],-0.571
4.0,CN1CCC(OC(=O)c2ccc(Br)cc2)CC1,-14.1[20 µM],0.187
-5.8,O=C(C1=C(O)C(=O)N(Cc2ccccc2)C1c1cccnc1)c1ccco1 (stereo not given),-26.3[20 µM],0.00176
-1.9,Cc1cccc(CN2CCN(CC(=O)NCc3ccc(F)cc3)C2=O)c1,-30.7,-2.03
-9.1,CC(C)CCNC(=S)Nc1ccc(F)cc1,-12.3[20 µM],1.28
-1.2,O=C(/C=C/c1cccs1)c1cc(F)ccc1OC(=O)N1CCOCC1,-5.8[20 µM],0.0564
-12.5,Cn1c(=O)oc2cc(S(=O)(=O)NCC3CCCO3)ccc21 (stereo not given),-20.5[20 µM],1.48
-2.1,O=C(Nc1ccc(OC(F)(F)C(F)F)c(NC(=O)c2ccc(F)cc2)c1)c1ccc(F)cc1,-2.0[20 µM],-0.362

Ordered by the number under Cl transport mod (rising): some entries from above.
| mol | Rad51 HR inh | Furin inhibitor | Cl transport mod |
| --- | --- | --- | --- |
| O=C(Nc1ccc(OC(F)(F)C(F)F)c(NC(=O)c2ccc(F)cc2)c1)c1ccc(F)cc1 | -2.1 | -2.0[20 µM] | -0.362 |
| CN1CCC(OC(=O)c2ccc(Br)cc2)CC1 | 4.0 | -14.1[20 µM] | 0.187 |
| CC(C)CCNC(=S)Nc1ccc(F)cc1 | -9.1 | -12.3[20 µM] | 1.28 |

Screens: PubChem BioAssay, several laboratories
